Bioassay records as filed in PubChem BioAssay.
Kir21 block: blocks the mouse Kir2.1 inward-rectifier potassium channel. P35561. HEK293-Kir2.1, FluxOR thallium flux fluorescence; stronger effect = lower value. B-score at 10 µM. actives 0.85% (n = 310,000);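 active means fluorescence ratio B-score at or below minus 3 SD of library scores, with starting-brightness B-score within 2 SD, cut at about -4.2 in these data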;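 further: channel flux triggered by added potassium and thallium sulfate stimulus; B-score of peak minus minimum fluorescence over baseline after thallium stimulus; more negative B-score means stronger Kir2.1 block with less thallium influx; some compounds called inactive have numbers as strong as hits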
Target sequence (P35561 whole entry, looked up): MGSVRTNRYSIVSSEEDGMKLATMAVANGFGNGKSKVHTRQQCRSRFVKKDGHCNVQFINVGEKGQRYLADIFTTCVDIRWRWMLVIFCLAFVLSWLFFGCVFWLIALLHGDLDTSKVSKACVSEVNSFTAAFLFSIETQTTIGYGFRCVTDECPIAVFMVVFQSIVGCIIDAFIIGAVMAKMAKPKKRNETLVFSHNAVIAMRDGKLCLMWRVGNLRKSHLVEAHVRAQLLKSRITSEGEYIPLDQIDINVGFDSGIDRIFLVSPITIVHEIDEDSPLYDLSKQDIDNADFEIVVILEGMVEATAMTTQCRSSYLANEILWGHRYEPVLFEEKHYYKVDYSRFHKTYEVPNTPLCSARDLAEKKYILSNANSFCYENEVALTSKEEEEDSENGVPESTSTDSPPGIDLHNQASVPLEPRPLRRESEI
KCNQ2 inh: KCNQ2 channel blockers in CHO-K1 cells – cell-based, FluxOR thallium flux, B-score, primary screen (AID 2156). actives 1.1% (n = 310,000). B-score at 10 µM. O88943. 20 min; stronger effect = lower value;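 active means fluorescence ratio B-score at most minus 3 library SDs, with starting brightness B-score within 2 library SDs, cut at about -5.5 in these data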
* hit, by the source's call; i = inactive.

Molecule	Kir21 block	KCNQ2 inh
COc1cc(/C=N/N=C(/N)c2nonc2N)cc(Br)c1OCc1ccccc1C	-4.1	i
CCOC(=O)c1c(NC(=O)C(C)N2CCN(C(=O)c3ccco3)CC2)sc2c1CCCC2 (stereo unspecified)	0.09	i
CCCCN1C(N)=NC[C@@H]1C(C)O (stereo partly specified)	0.86	i
O=C(COC(=O)c1ccccn1)NC12CC3CC(CC(C3)C1)C2	-1.5	i
COc1ccc(C2C(C(=O)N3CCC(C)CC3)c3ccccc3C(=O)N2C)cc1 (stereo unspecified)	0.86	i
CCOc1ccc(NC(=O)[C@H](C)NC(=O)C2CC(=O)N(c3ccc(OC)cc3)C2)cc1 (stereo partly specified)	-0.47	i
Cc1ccc(S(=O)(=O)NNC(=O)c2cnn(-c3ccccc3)c2-n2cccc2)cc1	0.95	i
Cc1ccc(-c2ccc(S(=O)(=O)N3CC(C)OC(C)C3)cc2)cc1 (stereo unspecified)	-0.67	i
O=C(Nc1ccccc1Sc1ccccc1)C1CCCO1 (stereo unspecified)	-4.8*	i
[C-]#[N+][C@H](O[C@@H]1O[C@H](CO)[C@@H](O)[C@H](O)[C@H]1O)c1ccccc1	-0.71	i
Cc1cc(C)n(C(=O)CCN2C(=O)c3ccccc3C2=O)n1	-1.3	i
O=C(CCSCc1cccc(F)c1)NCc1ccc(F)cc1	0.22	i
Cc1ccc(NC(=O)Cn2ncc3c([nH]c4ccccc43)c2=O)cc1Cl	0.53	i
O=[N+]([O-])c1cc(-c2ncccn2)c([N+](=O)[O-])s1	-4.1	-9.6*
Cc1nc(-c2cccc(NC(=O)C3CCCCC3)c2)cs1	-0.53	i
CC1CCc2sc(C(=O)OC(C)C(=O)Nc3ncc(Cl)cc3Cl)cc2C1 (stereo unspecified)	0.61	i
N#C/C(=C/c1ccc(-c2cc([N+](=O)[O-])ccc2Cl)o1)C(N)=O	0.58	i
COC(=O)c1cc(S(=O)(=O)N2CCN(Cc3ccccc3)CC2)c[nH]1	-0.23	i
COc1cc([N+](=O)[O-])ccc1NC(=O)COC(=O)C=C(C)C	-0.94	i
CCCN1CCn2c3c(c4cc(Br)ccc42)CCCC31 (stereo unspecified)	0.01	i
Cc1nn(CC(=O)NNC(=O)c2cccc(Br)c2)c(C)c1[N+](=O)[O-]	-1.6	i
Cc1cccc2cc3c(N)c(C#N)sc3nc12	-2.2	i
CCOC(CCn1c(SCc2cccc([N+](=O)[O-])c2)nc2ccccc2c1=O)OCC	0.26	-7.3*
CCOc1cc(CNn2c(C)nnc2SCC(=O)NC(C)(C)C)ccc1OCC(=O)NC(C)(C)C	-2.1	i
CCN1CCc2c(sc(NC(=S)NC(=O)c3ccco3)c2C(N)=O)C1	-1.3	i
Cc1nc2nc(-c3cccs3)[nH]c2cc1Br	0.66	i
CCOc1ccc(N2C(=O)CC(NCC#N)C2=O)cc1 (stereo unspecified)	1.3	i
COc1ccc(NC(=O)C(=O)N/N=C\c2ccc(CNC(=O)C(=O)Nc3ccc(C)c(C)c3)o2)c(OC)c1	0.51	i
Cc1c(CC=C(Cl)Cl)c(=O)[nH]c2c(C)cccc12	0.61	i
COc1ccc(S(=O)(=O)N2CCC(N3CCCCC3)CC2)cc1	-1.3	i

Further results
Molecule	Kir21 block	KCNQ2 inh
COC(=O)COc1ccc(S(=O)(=O)Nc2ccccc2C(=O)OC)cc1	0.02	i
O=C(CCC1CCCCC1)NCc1ccc(F)cc1	-2	i
CCC(C)(C)NC(=O)CN(C(=O)C(=O)Nc1ccc2c(c1)OCCO2)C(C)(C)CC	-0.61	i
CCOC(=O)c1c(NC(=O)c2ccnn2C)sc(C)c1C	0.23	i
COc1ccc(Nc2nnc(SCC(=O)c3cc4ccccc4o3)s2)cc1	-0.99	i
O=C(COC(=O)c1ccc2c(c1)C(=O)N(Cc1ccncc1)C2=O)Nc1ccccc1[N+](=O)[O-]	-0.41	i
CC1(C)C(=O)OC(c2cccc([N+](=O)[O-])c2)C2(CCCCC2)C1=O (stereo unspecified)	0.06	i
CCOC(=O)c1ccc(NC(=O)C2CCC(CNc3c(N4CCOCC4)c(=O)c3=O)CC2)cc1 (stereo unspecified)	-0.07	i
O=C(Nc1ccccc1Cl)c1ccc(COc2ccc3c(c2)CCC3)cc1	1	i
CCOC(=O)c1cccc(NC(=S)NCc2ccc(C)cc2)c1	1.1	i
Cc1ccc(C(=O)NC(=S)Nc2ccc(CN3CCOCC3)cc2)cc1	0.39	i
O=C(CN(C(=O)c1csnn1)c1cccc2ccccc12)NCc1ccccc1	-1.4	i
CCc1ncc(CN2CCC(C(=O)Nc3ccc(-n4nc(C)cc4C)cc3)CC2)cn1	0.85	i
Cn1c(NC(=O)c2cc(Cl)ccc2Cl)cc(=O)n(C)c1=O	-1.2	i
Clc1ccc(-c2nc(-c3cnccn3)no2)cc1	-0.45	i
Cc1ccc(S(=O)(=O)NCC(=O)N(CC(=O)NCc2ccco2)Cc2ccc3c(c2)OCO3)cc1	-1.3	i
CCOC(=O)c1ccc(NS(=O)(=O)c2ccc3c(c2)NC(=O)CCS3)cc1	1.2	i
O=C1c2ccccc2C(=O)N1CCc1nc2ccccc2c(=O)n1CCCn1ccnc1	-1.5	i
CCN(CC(=O)Nc1cccc(C#N)c1)CC(=O)Nc1cccc(OC)c1	-2.4	i
COC(=O)c1ccc(C2C(Oc3ccc(OC)cc3)C(=O)N2CCc2ccc(OC)c(OC)c2)cc1 (stereo unspecified)	1.7	i
Cc1cccc(OCC(=O)OC(C)C(=O)Nc2ccc(S(=O)(=O)N3CCCCC3)cc2)c1 (stereo unspecified)	-0.33	i
CCOc1ccccc1NC1=NC2CS(=O)(=O)CC2S1 (stereo unspecified)	-1.3	i
Cc1ccc(C(=O)NC2=NCCS2)cc1	-0.31	i
C=C(C)CSc1nnc2[nH]c(=O)cc(N)n12	-0.27	i
CCc1ccc(N=C2NC(=O)/C(=C/c3cc(OC)c(O)c(OC)c3)S2)cc1	-0.11	i
O=C1NC(c2ccccc2)=C(c2nc3ccccc3s2)C(c2ccccc2)N1 (stereo unspecified)	0.14	i
COc1ccccc1-c1cc(=O)c2c(O)ccc([N+](=O)[O-])c2o1	1.5	i
Cc1cc(C)c(C)c(S(=O)(=O)N2CCN(C(=O)C3CCC3)CC2)c1C	1.1	i
O=C(Nc1cccc(F)c1)c1cccnc1N1CCOCC1	-0.17	i
Cc1ccc(-c2[nH]ncc2CN2CCN(C(=O)c3cccs3)CC2)cc1C	-0.31	i

Single entries from the entries so far:
Reading for `C=C(C)CSc1nnc2[nH]c(=O)cc(N)n12` in Kir21 block: -0.27
Reading for `CC1(C)C(=O)OC(c2cccc([N+](=O)[O-])c2)C2(CCCCC2)C1=O` (stereo unspecified) in Kir21 block: 0.06
Reading for `Clc1ccc(-c2nc(-c3cnccn3)no2)cc1` in Kir21 block: -0.45

Further results.
Molecule	Kir21 block	KCNQ2 inh
CCCc1cc(NCc2ccccn2)n2nc(C)c(-c3ccccc3)c2n1	-0.25	i
O=C(C1=C[C@@H](c2coc3ccccc3c2=O)C[C@@H](OCc2ccc(CO)cc2)O1)N1CCCCCCC1	-0.06	i
CC1CC(C)CN(C(=O)CSCC(=O)Nc2nc(-c3cccs3)cs2)C1 (stereo unspecified)	0.67	i
COCc1cc(C)nc(SCC(=O)Nc2cccc(C)c2C)c1C#N	-1.5	i
Cc1ccc(-n2c(COc3c(C)cccc3C)nnc2SCC(=O)Nc2nccs2)cc1	0.18	i
O=[N+]([O-])c1ccc(N/N=C2/CCCCC2c2ccccn2)cc1 (stereo unspecified)	-1.1	i
Cc1c(C(c2ccccc2)c2c(C)n(C)n(-c3ccccc3)c2=O)c(=O)n(-c2ccccc2)n1C	1.2	i
Cc1nc2ccccc2n1S(=O)(=O)N(C)C	-0.19	i
Nc1nonc1C(=O)NC(c1ccccc1)c1ccccc1	0.02	i
CC1(c2ccccc2)CC(C)(C)N2C(=O)C3(C(C#N)=C(N)Oc4cc(O)ccc43)c3cccc1c32 (stereo unspecified)	1.9	i
CNC(=S)N/N=C/c1cn(Cc2ccc(F)cc2)c2ccccc12	-0.52	i
CCc1ccc(NC(=O)c2[nH]c(C)c(C(C)=O)c2C)cc1	0.21	i
Cn1c(NC(=O)CCC2CCCCC2)cc(=O)n(C)c1=O	0.36	i
Cc1ccc(CC(=O)Nc2nnc(-c3ccc(F)cc3)o2)c(C)c1	-0.14	i
CSCC(=O)N1CCC(n2nccc2NC(=O)c2ccc3c(c2)OCO3)CC1	0.31	i
CSc1ccc(/C=N/NC(=O)CN2CCN(Cc3ccc(Cl)cc3)CC2)cc1	0.93	i
CC1CCN(C(=O)c2ccccc2NS(=O)(=O)c2ccccc2)CC1	-0.86	i
CCOC(=O)Nc1ccc(S(=O)(=O)N2CCC(C)CC2)cc1	-0.12	i
Cc1cccc(NC(=O)CSc2nnc(-c3ccco3)c(-c3ccco3)n2)c1C	0.63	i
O=C(CCSc1nnc(-c2ccncc2)o1)Nc1cccc2ccccc12	-1.5	i
O=C(CCCc1ccccc1)Nc1ccnn1C1CCN(Cc2ccccc2F)CC1	-2	i
COCCCNC(=S)N1CCCN(c2nc3c(C)c(C)ccc3cc2C#N)CC1	-2.6	i
O=C(Nc1ccccc1Cl)NC1(C(=O)NCc2cccnc2)CCCCC1	1.2	i
N/C(=N\OC(=O)COc1ccc2ccccc2c1)c1cccnc1	0.02	i
COc1cccc(NC(=O)c2cnc[nH]2)c1	-0.3	i
Cc1ccccc1C(=O)c1c[nH]c(C(=O)N2CCN(c3ccccc3F)CC2)c1	-0.04	i
Cc1cc(N2CCN(c3ccccc3)CC2)nc(-c2ccccc2O)n1	-0.33	i
CC1(C)CC2CC(C)(CN2C(=O)COC(=O)c2ccc(Cl)c(N)c2)C1 (stereo unspecified)	0.84	i
COc1ccc(-n2nc3c(=O)[nH][nH]c3cc2=O)cc1	-0.33	i
Cc1nn(-c2ccccc2)c2[nH]c(=O)c(CNc3ccc4c(c3)OCCO4)cc12	-0.95	i

Next results:
Molecule	Kir21 block	KCNQ2 inh
Cc1[nH]nc(N=CC2=C(O)CC(C)(C)CC2=O)c1-c1ccc(Cl)cc1	0.03	i
Cc1cc(C=O)c(C)n1-c1ccc(Cl)c(C(=O)O)c1	-0.32	i
COCCCNc1oc(-c2ccccc2F)nc1C#N	0.71	i
CSc1nsc(/C=C/Nc2ccc(C(=O)O)cc2)c1C#N	-1.3	i
Cc1cccc(-n2c(C)nc3ccsc3c2=O)c1	0.26	i
NCC(O)(c1ccc(Cl)cc1)c1ccc(Cl)cc1	-3.1	i
Cc1ccc(NC(=O)C(C)SCc2ccccc2)cc1 (stereo unspecified)	1.3	i
CC(C)Oc1ccc(CC(=O)NNC(=S)Nc2ccccc2)cc1	-1.6	i
COc1cc(C(=O)Nc2ccc(S(=O)(=O)Nc3cnc4ccccc4n3)cc2)cc(OC)c1OC	0.87	i
COc1cc(/C=N\Nc2nc(-c3cccs3)c(NC(C)=O)s2)ccc1O	-1	i
CCOc1cccc(CNCCSc2nnnn2C)c1	1.4	i
O=C(NCC1CCCO1)c1nnc(Cc2ccc(F)cc2)o1 (stereo unspecified)	0.92	i
CCOC(=O)CNC(=O)N1CCCC(C(=O)c2ccccc2SC)C1 (stereo unspecified)	0.03	i
COc1ccc(N(Cc2cc3ccc(C)cc3[nH]c2=O)S(=O)(=O)c2ccccc2)cc1	0.99	i
CCOc1ccc(Oc2ccc(NC(=O)[C@@H](NC(N)=O)[C@@H](C)CC)cc2)cc1	-1.5	i
CC1CCCCN1C(=O)N[C@@H](Cc1ccccc1)C(=O)O (stereo partly specified)	0	i
Cc1c(-c2ccc(Br)cc2)[n+](=O)c2c(n1[O-])CCCCC2	0.01	i
Cc1ccc(S(=O)(=O)NC(=O)c2ccc(-c3ccc(C)c4ccccc34)o2)cc1	0.46	i
COc1ccc(/C(C)=N/NC(=S)NCCc2ccccc2)cc1	-2.3	i
Cc1ccc(-c2csc3nc(SCC(=O)N(C)C)n(Cc4ccccc4)c(=O)c23)cc1	0.51	i
Cc1ccc2nsnc2c1S(=O)(=O)N1CCOCC1	-0.27	i
COc1ccc(N2C(=O)c3ccccc3NC2c2ccc(OC)c(COc3ccccn3)c2)cc1 (stereo unspecified)	0.42	i
COc1ccc(C(=O)OCCN=C2NS(=O)(=O)c3ccccc32)cc1OC	2.3	i
CC(=O)c1ccc(NC(=O)C2CCCNC2=O)cc1 (stereo unspecified)	0.35	i
CCOC(=O)c1[nH]c(C)c(C(=O)Nc2ccc3c(c2)OCCO3)c1C	-0.9	i
CC(=O)Nc1ccc(-n2c(C)c(C(C)=O)c(C(C)=O)c2C)cc1	0.14	i
COc1ccc(CCNC(=O)c2cc3sc(Cl)cc3n2C)cc1OC	0.8	i
COc1ccc(NC(=O)c2nc(C)c(C3(C)CC(c4cccnc4)=NO3)s2)cc1 (stereo unspecified)	1.6	i
ON=C1c2cc(OCCN3CCCCC3)ccc2-c2ccc(OCCN3CCCCC3)cc21	-1.7	i

Single records, as listed above.
Shown for COC(=O)c1ccc(C2C(Oc3ccc(OC)cc3)C(=O)N2CCc2ccc(OC)c(OC)c2)cc1 (stereo unspecified) → Kir21 block = 1.7; KCNQ2 inh = i
Shown for O=C(C1=C[C@@H](c2coc3ccccc3c2=O)C[C@@H](OCc2ccc(CO)cc2)O1)N1CCCCCCC1 → Kir21 block = -0.06; KCNQ2 inh = i
